# sPLA2-III inh: Blocks human group III sPLA2 activity | Q9NZ20 | QFRET BODIPY PC-A2 liposome hydrolysis, fluorescence | inhibition, % at 12.2 µM | hit rate 0.56% among 370,000;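 active means inhibition above mean plus 3 SD of compounds lying within the high and low control bounds, cut at about 19% in these data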;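 further: 0% = median of test compound wells and 100% = no enzyme DMSO wells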
# DAX1 inh-1: DAX1 (NR0B1) inhibition, primary screen. HEK293T StAR-luciferase reporter, SF-1/DAX-1 repression relief. hit rate 1.1% among 370,000. inhibition, % at 6.8 µM. AID 652010;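 active means inhibition above the mean over all tested compounds plus 3 SD, cut at about 3.6% in these data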;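 further: 0% = DAX-1 cells with DMSO and 100% = cells lacking DAX-1 with DMSO; higher inhibition means more luminescence from relief of DAX-1 repression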
# PLCg1 inh: blocks human PLC-gamma1 enzyme activity; P19174; purified PLC-gamma1, fluorogenic substrate, fluorescence; inhibition, % at 12.2 µM; hit rate 0.84% among 370,000; in the data active means inhibition above about 9.5%
# Target sequence (P19174 whole entry, looked up): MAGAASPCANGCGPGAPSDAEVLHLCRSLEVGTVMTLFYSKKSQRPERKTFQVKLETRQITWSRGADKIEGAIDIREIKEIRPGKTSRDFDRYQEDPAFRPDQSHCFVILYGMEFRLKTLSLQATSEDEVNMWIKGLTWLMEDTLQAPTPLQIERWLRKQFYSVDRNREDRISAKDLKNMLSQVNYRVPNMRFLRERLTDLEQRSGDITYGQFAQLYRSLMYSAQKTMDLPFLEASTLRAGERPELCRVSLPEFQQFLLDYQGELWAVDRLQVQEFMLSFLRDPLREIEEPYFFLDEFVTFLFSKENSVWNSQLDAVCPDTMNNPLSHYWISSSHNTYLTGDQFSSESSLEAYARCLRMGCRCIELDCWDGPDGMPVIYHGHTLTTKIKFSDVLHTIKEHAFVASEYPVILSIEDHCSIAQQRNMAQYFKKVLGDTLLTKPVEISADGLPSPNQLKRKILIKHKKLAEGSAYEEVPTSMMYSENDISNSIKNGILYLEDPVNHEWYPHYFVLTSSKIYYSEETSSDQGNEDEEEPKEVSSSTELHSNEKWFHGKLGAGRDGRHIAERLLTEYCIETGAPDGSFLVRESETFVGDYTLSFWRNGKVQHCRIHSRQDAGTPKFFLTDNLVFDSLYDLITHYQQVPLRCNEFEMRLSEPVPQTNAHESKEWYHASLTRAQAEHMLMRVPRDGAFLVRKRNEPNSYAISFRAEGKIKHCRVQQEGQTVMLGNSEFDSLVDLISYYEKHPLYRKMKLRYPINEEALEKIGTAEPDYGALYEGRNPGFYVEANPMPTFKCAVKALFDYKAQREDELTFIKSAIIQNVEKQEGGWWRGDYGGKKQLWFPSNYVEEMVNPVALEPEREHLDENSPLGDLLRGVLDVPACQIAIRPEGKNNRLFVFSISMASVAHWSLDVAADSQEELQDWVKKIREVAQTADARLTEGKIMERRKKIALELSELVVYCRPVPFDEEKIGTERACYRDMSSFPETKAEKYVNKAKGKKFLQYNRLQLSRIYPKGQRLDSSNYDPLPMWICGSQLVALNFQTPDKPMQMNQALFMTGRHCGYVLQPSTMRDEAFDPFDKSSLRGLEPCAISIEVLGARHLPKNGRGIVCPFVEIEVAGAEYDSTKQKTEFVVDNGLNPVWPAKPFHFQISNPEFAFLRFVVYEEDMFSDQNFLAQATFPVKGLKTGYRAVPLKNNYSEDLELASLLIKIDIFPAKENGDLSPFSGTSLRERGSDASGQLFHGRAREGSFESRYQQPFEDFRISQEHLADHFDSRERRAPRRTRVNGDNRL
# ADAM10 inh: inhibits human ADAM10; inhibition, % at 7 µM; O14672; AID 720582; recombinant ADAM10, EDANS/DABCYL FRET peptide cleavage, 3 h; hit rate 0.62% among 370,000;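 active means inhibition above a per-campaign cutoff equal to the mean of compounds falling between control-based bounds plus 3 SD, cut at about 20% in these data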;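 further: 0% = DMSO wells while the 100% control is not disclosed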
# DAX1 inh-2: NR0B1 (DAX1) inhibition | P51843 | HEK293 Gal4-DAX1 luciferase reporter, luminescence | inhibition, % at 6.75 µM | hit rate 0.99% among 340,000 | AID 504766;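 active means inhibition above the mean over all tested compounds plus 3 SD, cut at about 4.2% in these data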;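 further: 0% = DAX1-transfected cells with DMSO and 100% = empty-vector control cells with DMSO; inhibition shows as a rise in luminescence from relieved DAX1 repression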
# hcDAF12 agonist: activators of H. contortus DAF-12 nuclear receptor. HEK293 hcDAF-12 lit1-tk-luc reporter, luminescence; 0% DMSO, 100% Δ7-dafachronic acid. activation, % at 6.8 µM. hit rate 1.4% among 370,000. AID 652067;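 active means activation above the mean of all tested compounds plus 3 SD, cut at about 5.5% in these data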;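 further: 100% = response to 3 µM Δ7-dafachronic acid high control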
# GAA850 FXN act: frataxin GAA850 promoter activation; HEK293 lucGAA850 FXN promoter luciferase reporter, 24 h; percent of 10 µM SAHA response; activation, % at 6 µM; hit rate 0.56% among 360,000; AID 540364;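 active means activation above the average of all compounds screened plus 3 SD, cutoff fixed separately per campaign, cut at about 7.5% in these data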;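 further: 0% = DMSO wells and 100% = 10 µM SAHA wells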
# PLC-beta3 inh: inhibitors of human phospholipase C beta3; hit rate 0.18% among 370,000; inhibition, % at 12.2 µM; Purified PLC-beta3, fluorogenic substrate, fluorescence; Q01970; in the data active means inhibition above about 11%;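 further: 0% = median of compound wells on plate and 100% = full blocker control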
# ssDAF12 agonist: activates DAF-12 receptor from parasite S. stercoralis; AID 652126; hit rate 1% among 370,000; activation, % at 6.8 µM; HEK293 ssDAF-12/GRIP1 lit1-tk-luc reporter, luminescence; % of 3 µM dafachronic acid response;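 active means activation above the mean over all tested compounds plus 3 SD, cut at about 0.9% in these data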;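 further: 0% = DMSO-only wells and 100% = 3 µM delta7-dafachronic acid wells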
# hgDAF-12 ag: hgDAF-12 agonism, primary luciferase screen. AID 687014. activation, % at 6.8 µM. hit rate 1.8% among 370,000. HEK293 GAL4-hgDAF12 UAS-luciferase reporter, agonist luminescence; normalized to butyrate control;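 active means activation above a cutoff set at the mean of all screened compounds plus 3 SD, cut at about 10% in these data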;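 further: 0% = DMSO wells and 100% = sodium butyrate wells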
# ADAM17 inh: ADAM17 inhibition, QFRET primary screen | P78536 | recombinant ADAM17, EDANS/DABCYL FRET peptide cleavage | inhibition, % at 6.95 µM | hit rate 0.83% among 370,000;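 active means inhibition above the mean of compounds lying between control limits plus 3 SD, set per campaign, cut at about 8.5% in these data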;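 further: 0% = DMSO-only wells as the low control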
# * = called active by the depositor; / = no result given.
SMILES,sPLA2-III inh,DAX1 inh-1,PLCg1 inh,ADAM10 inh,DAX1 inh-2,hcDAF12 agonist,GAA850 FXN act,PLC-beta3 inh,ssDAF12 agonist,hgDAF-12 ag,ADAM17 inh
COc1ccc(CC(=O)OCC(=O)Nc2ccc(C(=O)Nc3ccc(OC)cc3)cc2)cc1,-3.5,0.2,-1.8,-13.6,4.2*,-1.9,3.8,-6.6,-1.5,-1.0,-3.8
C#Cc1ccc([C@H]2C=C(C(=O)N3CCN(Cc4ccccc4)CC3)O[C@@H](OCC)[C@@H]2CCCO)cc1,-13.7,-0.4,-0.1,-0.1,-0.8,-2.2,0.0,-2.6,-1.6,-2.3,-3.9
Cc1cccc(NC(=O)C2COc3ccccc3O2)c1 (stereo not given),7.0,1.4,2.8,-1.8,0.4,2.4,1.4,-3.7,-0.5,4.4,-5.3
CC(=O)N1CCN(c2ccc(NC(=O)c3ccco3)cc2Cl)CC1,8.3,0.1,-2.5,0.2,0.7,3.1,2.5,-5.0,-0.7,3.6,-5.1
COc1ccc(CNS(=O)(=O)c2cc(-c3cc(C)no3)ccc2OC)cc1OC,-3.4,0.0,5.2,-0.4,-0.4,0.3,-1.7,-7.4,-0.9,0.6,-2.0
O=C(CN1N=C(c2ccccc2)CCC1=O)NCCCN1CCc2ccccc2C1,-3.3,0.1,0.8,-3.1,0.6,1.3,1.8,1.3,-1.6,5.0,1.5
Cc1cccc(NS(=O)(=O)Cc2ccccc2)n1,1.5,0.0,-38.3,-208.0,1.0,-0.8,0.9,-54.1,-0.5,-1.3,-54.3
CCN1CCN(CCn2c(=S)[nH]c3ccccc3c2=O)CC1,3.2,-0.1,-0.6,3.0,0.4,-1.6,1.2,0.4,-1.1,0.9,-1.8
O=C(O)Cn1cc(/C=C2/NC(=O)N(c3ccc(Cl)cc3)C2=O)c2ccccc21,-12.8,0.9,-9.5,-15.4,0.9,4.0,0.1,-15.8,0.0,0.8,-2.3
CCCCC(=O)N(C)c1c(C)nc2ccc(C(=O)Nc3cccc(NS(C)(=O)=O)c3)cn12,-3.4,-0.2,-8.0,-5.4,/,0.4,0.7,-2.4,-1.5,-0.5,-0.2
COC(=O)C1CCN(Cc2cc(=O)oc3cc(OC)ccc23)CC1,0.4,0.9,-25.2,-94.5,-1.4,2.1,0.7,-31.4,-1.0,2.8,-28.8
Cc1ccc(-c2noc(-c3cccs3)n2)cc1,8.6,6.2*,2.7,-0.9,3.2,8.9*,6.3,0.8,0.5,16.3*,-3.4
CC1(C(=O)Nc2cccc(C#N)c2)CCN1C(=O)c1ccccc1CCc1ccccc1 (stereo not given),-1.4,1.2,1.7,5.3,/,-0.7,-1.4,-0.8,-1.5,0.9,4.3
CCOc1cc(NC(=S)NCC2CCCO2)c(OCC)cc1NC(=O)c1ccccc1F (stereo not given),3.6,-1.1,-13.8,-7.8,-1.1,-3.5,-1.3,-20.1,-2.5,-1.8,-2.0
COc1ccc(Cc2nnc(CCc3ccccc3)s2)cc1,10.7,-0.2,-4.1,-0.1,-1.0,-1.8,-0.6,-13.7,-0.8,-1.0,-5.2
Cc1cnc(NC(=O)CSc2nnc(Cc3ccccc3)n2C)s1,7.2,0.3,-0.1,-2.3,0.6,-0.9,-3.6,0.0,-0.8,-2.0,-5.9
COc1cc(C(=O)OCC(=O)NC2CCCC2)cc(NC(=O)c2ccco2)c1OC,2.9,-0.9,-1.5,-7.4,0.9,-0.6,-1.7,3.0,-1.4,-0.6,-3.0
CCc1ccccc1NC(=O)CN(C)C(=O)CSc1nnc(Nc2cccc(C)c2C)s1,-18.2,-1.0,1.4,0.7,-2.1,-2.7,-0.9,-1.7,-1.1,-5.4,-1.3
CCOC(=O)C1(C(F)(F)F)N=C(N(C)C)OC(N(C)C)=N1,6.2,-0.2,3.2,9.9,5.0*,-1.4,1.1,3.8,-1.5,-0.1,-2.0
Cc1noc(C)c1NC(=O)NC(c1ccccc1)c1ccccc1,-1.2,-0.1,10.3*,9.5,1.4,1.3,1.4,-6.1,-0.6,-1.5,-3.5
C=CCNC(=S)NCc1ccccc1,6.1,0.2,3.9,-0.8,0.3,-0.2,0.0,-6.0,-1.2,2.6,-4.6
CC#CCOCC1CN(C)C(=O)O1 (stereo not given),3.7,0.7,-0.6,-3.2,-0.5,1.0,1.2,4.4,-1.1,1.6,-1.5
COc1cc(C(=O)OCC(=O)c2ccccc2)cc2c1OCCO2,0.3,-1.0,-0.1,-8.9,-1.0,1.8,1.6,-12.3,-1.2,2.3,0.2
O=C(Nc1ccccc1F)c1cc(S(=O)(=O)N2CCOCC2)ccc1N1CCOCC1,0.9,0.4,0.7,-7.1,0.0,-0.2,0.5,-4.4,-1.3,0.4,-1.0
O=c1[nH]c(Nc2ccccc2Cl)cc2ccccc12,-3.1,0.2,-40.4,-90.1,0.8,2.4,0.9,-73.4,-0.3,3.5,-23.1
Cc1cc(CC(=O)O)c(C)cc1CC(=O)O,9.7,0.1,5.9,5.7,1.1,1.7,0.1,3.0,-0.7,1.7,2.2
Cc1ccccc1CNC(=O)C1CCC(CNS(=O)(=O)c2cccc3cccnc23)CC1 (stereo not given),-7.4,-0.8,2.3,-0.2,/,-1.6,/,3.5,-1.2,1.1,1.2
COc1ccc(-n2nc3cc(C)c(N)cc3n2)cc1Cl,4.9,0.3,-269.0,-67.8,1.5,1.8,2.2,-324.6,-0.3,0.2,-30.2
COc1ccc(C(=O)CC(c2ccccc2)C2CCCCC2=O)cc1 (stereo not given),-4.4,-0.1,5.2,2.0,-1.4,-2.5,1.0,2.8,-1.7,0.4,4.0
CN(CC(=O)Nc1ccc(Cl)cc1)C(=O)c1ccc(COc2ccccc2)cc1,-6.5,-1.2,-0.9,1.1,-0.2,-1.5,1.9,-5.4,-0.9,0.1,-0.8
COc1ccccc1NC(=O)c1ccc(-n2cncn2)nc1,2.5,-0.3,0.8,-1.1,-0.6,-1.0,-0.7,-1.1,-1.9,-0.8,-3.2
Cc1cc(C(=O)NNC(=O)COc2ccccc2Cl)n[nH]1,8.5,0.2,-2.1,4.8,-1.6,5.6,2.6,-4.8,0.3,2.0,-2.3
COc1ccc2cc3c(N)nn(C(=O)c4ccccc4Cl)c3nc2c1,-9.1,-1.7,-7.5,6.3,0.2,-4.6,-10.8,-16.8,-2.8,4.7,3.5
COCCN(C(=O)CSc1nnc(-c2ccccc2C)n1C)c1c(N)n(Cc2ccccc2)c(=O)[nH]c1=O,0.5,-1.2,0.6,-4.3,0.2,-0.8,-1.4,-5.1,-0.3,2.2,-1.4
CC(=O)Nc1ccc(NC(=O)C/C(C)=N/NC(=O)COc2cc(C)c(Br)cc2Br)cc1,7.2,0.0,0.6,1.8,-0.6,-1.0,-0.2,-14.7,-1.4,-0.7,-0.9
Cc1cc(C)cc(N2CC(O)Cn3c2nc2c3c(=O)[nH]c(=O)n2C)c1 (stereo not given),13.2,0.8,6.4,5.5,-0.8,1.1,1.1,3.4,-0.2,0.0,2.1
O=C(Nc1nc2c(F)cc(F)cc2s1)C1CCN(C(=O)c2ccc(F)cc2)CC1,5.6,4.0*,-2.0,0.7,2.3,5.2,4.3,-10.0,0.3,10.2,-7.8
Cc1ccc(-c2nnc(CSc3nnc(C)s3)o2)cc1,-8.4,0.9,1.2,-5.3,0.5,0.7,2.6,1.9,-0.4,1.9,-4.5
COc1ccccc1NC(=O)c1ccccc1SC,17.5,-0.2,3.2,-3.2,0.1,-1.9,1.2,1.9,-1.7,-0.6,-1.5
O=C1C[C@@H](O)[C@H](O)c2cccc(O)c21,-1.6,-0.9,-26.4,-8.7,/,1.2,/,-39.5,-0.1,-3.2,-1.1
CCc1nnc(NS(=O)(=O)c2ccc(N/C=C\C(=O)c3ccc4ccccc4c3)cc2)s1,-32.3,2.7,-45.0,-7.5,1.6,1.5,-5.4,-51.5,-0.1,3.4,-1.3
COc1ccc(N(C(=O)CCl)C(C(=O)NC2CCCCC2)c2cccnc2)cc1 (stereo not given),-23.1,-1.7,1.9,1.0,-2.8,-3.1,-11.3,0.6,-2.5,-4.2,-4.1
COC(=O)c1cc(S(=O)(=O)N2CCN(Cc3ccccc3)CC2)c[nH]1,0.6,-0.9,-4.4,-1.2,1.1,0.1,1.6,-10.7,-1.3,-2.1,-7.5
Cc1ccc(NC(=O)c2sccc2C)cc1[N+](=O)[O-],7.4,2.5,-1.1,-9.7,5.2*,3.0,5.2,-0.1,0.5,14.2*,-1.7
CC(=O)N1c2ccc(S(=O)(=O)N3CCC(C(=O)NCCc4ccc(Cl)cc4)CC3)cc2CC1C (stereo not given),-1.0,-8.5,0.0,-0.6,0.8,0.0,-2.6,2.8,-0.9,-1.4,-2.1
COc1ccc(C(C(=O)NC(C)(C)C)n2c(=O)c(-c3ccccc3)nc3ccccc32)cc1 (stereo not given),2.5,0.3,-19.3,-48.9,/,-2.7,/,-32.5,-0.7,1.3,-11.9
Cc1ccc(S(=O)(=O)CCSC(=N)N)cc1,-11.3,-1.8,2.8,0.5,-1.4,-0.2,-9.1,0.8,-1.9,-3.9,6.3
O=C(CSc1ncn[nH]1)NC1CCCc2ccccc21 (stereo not given),-1.2,0.1,1.2,12.0,-0.9,-0.1,0.8,3.5,-1.0,-0.1,-1.0
C=CCn1c(C)cc(C(=O)COC(=O)COc2ccccc2C#N)c1C,-1.0,0.9,0.7,-0.5,-0.1,-0.9,-1.9,3.0,-1.1,-0.7,-0.5
O=C1CCN(CCCN2CCC(=O)NC2=S)C(=S)N1,2.0,0.0,3.5,4.5,0.4,-0.8,2.3,3.8,-1.2,2.9,1.0

# Next records.
SMILES,sPLA2-III inh,DAX1 inh-1,PLCg1 inh,ADAM10 inh,DAX1 inh-2,hcDAF12 agonist,GAA850 FXN act,PLC-beta3 inh,ssDAF12 agonist,hgDAF-12 ag,ADAM17 inh
Cc1ccnc(NC2c3ccccc3C(=O)N2Cc2ccccc2Cl)c1 (stereo not given),10.3,-0.6,-1.2,-10.4,0.3,-0.8,1.6,-0.9,-0.7,-0.1,-5.5
COc1ccc(NC(=O)Nc2ccc3c(c2)N(C)C(=O)CS3)cc1Cl,-22.7,-1.9,3.5,-1.4,-1.2,-3.5,-1.6,-0.3,-1.1,-0.5,5.0
C/C(=N\NC(=S)NCc1ccccc1)c1ccc(C(C)(C)C)cc1,8.7,0.1,-1.6,-2.1,-1.3,-2.0,4.6,-2.6,-1.0,2.1,-2.8
CCN(CC)c1ccc(/C=N/NC(=O)OC)c(O)c1,-2.5,-0.1,-44.5,-10.9,0.1,-0.9,3.0,-46.8,-1.2,1.8,-5.5

# Two compounds from above, reduced to PLC-beta3 inh and DAX1 inh-2:
SMILES	PLC-beta3 inh	DAX1 inh-2
COc1ccc(CNS(=O)(=O)c2cc(-c3cc(C)no3)ccc2OC)cc1OC	-7.4	-0.4
O=C(CN1N=C(c2ccccc2)CCC1=O)NCCCN1CCc2ccccc2C1	1.3	0.6
